Source: PubChem BioAssay
RmlCD inh mix – mixture blocks RmlC and RmlD coupled enzyme activity. 110,000 compounds, 0.39% hits. RmlC/RmlD coupled enzyme inhibition, 384-well mixture HTS. inhibition, % at 5.5 µM; in the data active = inhibition above about 30%, passing the limit was not always enough; note: strong numbers were not always called active
RT RNaseH block – inhibitors of HIV-1 reverse transcriptase RNase H; P04585; AID 565; 65,000 compounds, 1.9% hits; inhibition, % at 10 µM; RT-RNase H RNA/DNA duplex cleavage, fluorescence; in the data active = inhibition above about 50%
* hit, by the source's call; . = no result given. Only part of the results is shown; count on the stated rates, not on these rows.

Every second line gives: RmlCD inh mix | RT RNaseH block
> COC(=O)c1c(NC(=O)CSc2nnnn2-c2ccccc2)sc2c1CCC(C(C)(C)C)C2 (centres undefined)
→ 23 | .
> CC(=O)c1ccc2c3c(ccc(O)c13)CC2
→ 8 | -52
> Cc1ccccc1C(=O)NNc1ccc([N+](=O)[O-])cc1
→ -30 | .
> C[C@H](NC(=O)c1nc[nH]c1C(=O)NCCCCCNC(=O)OC(C)(C)C)C(=O)OCc1ccccc1
→ 10 | .
> N#Cc1nc(-c2ccco2)oc1N1CCOCC1
→ 21 | -8
> CCc1nnc(NC(=O)CSc2nnc(-c3ccncc3)n2C)s1
→ 1 | .
> CCC(=O)Nc1ccccc1C(=O)OCc1ccc(C(=O)c2ccccc2)cc1
→ -37 | .
> COC(=O)C(C)N(C#N)c1nc(C)cc(C)n1 (centres undefined)
→ 9 | .
> CCOC(=O)CC1=CC(=O)Nc2ccccc2N1
→ 10 | -9
> CC(C)COC(=O)n1ccc(C(=O)N2CCCCC2)n1
→ -4 | -1
> COc1ccc2oc(C(=O)C3CC3)c(N)c2c1
→ -37 | -8
> Cc1ccc(OCC(=O)OCc2c(C)noc2C)cc1C
→ 8 | .
> CCN(CC)CCn1c(-c2ccccc2)nc(=S)c2c1CC(C)(C)OC2
→ 7 | .
> O=S1(=O)CCOC[C@H](Cc2ccccc2)N1Cc1cccc(F)c1
→ -12 | .
> Cc1cc(N2C(=O)C3C4c5ccccc5C(c5ccccc54)C3C2=O)no1 (centres undefined)
→ -12 | -6
> COc1cccc(-c2nc(CS(=O)(=O)CC(=O)N3CCc4ccccc43)c(C)o2)c1
→ 0 | .
> O=C(O)COc1ccc2c(-c3ccccc3)cc(=O)oc2c1
→ 5 | 0
> O=C(NCNC(=O)c1ccccc1)c1ccccc1
→ 7 | .
> COc1cccc(OC(=O)CSc2nnc(-c3ccccc3Br)o2)c1
→ -10 | -9
> COC(C/C=C\[C@@H](O)[C@H](C)OCc1ccccc1)OC
→ 4 | .

Brought forward from above: four compounds; new compounds follow.
Every second line gives: RmlCD inh mix | RT RNaseH block
> O=C(O)COc1ccc2c(-c3ccccc3)cc(=O)oc2c1
→ 5 | 0
> O=C(NCNC(=O)c1ccccc1)c1ccccc1
→ 7 | .
> COc1cccc(OC(=O)CSc2nnc(-c3ccccc3Br)o2)c1
→ -10 | -9
> COC(C/C=C\[C@@H](O)[C@H](C)OCc1ccccc1)OC
→ 4 | .
> COc1ccc(OC)c(C(c2nnnn2CCC(C)C)N2CCN(C(=O)c3ccco3)CC2)c1 (centres undefined)
→ -1 | 2
> O=C(CSc1nnc(C23CC4CC(CC(C4)C2)C3)o1)Nc1ccc(N2CCOCC2)c(Cl)c1
→ 8 | 12
> O=C(CS(=O)(=O)Cc1ccccc1)Nc1ccc(S(=O)(=O)N2CCCCCC2)cc1
→ 2 | .
> Cc1cccc(NC(=O)c2oc3ccc(S(=O)(=O)N4CCOCC4)cc3c2C)c1C
→ -9 | -19
> Cc1ccccc1-n1cnc2cc(NCc3cccs3)ccc21
→ 10 | .
> Cc1nonc1NC(=O)N1CCCC1
→ -11 | 11
> COc1ccc(C(C(=O)NC2CCCCC2)N(C(=O)c2sc(C)nc2C)c2ccc(OC)cc2)cc1 (centres undefined)
→ -1 | .
> CCS(=O)(=O)N1CCC(NC(C)=O)(c2ccccc2)CC1
→ 12 | 1
> O=C(OC1CCOC1=O)c1ccc2ccccc2n1 (centres undefined)
→ -14 | -15
> O=S(=O)(c1ccc(Cl)cc1)N1CCN(C2CCCCCC2)CC1
→ 9 | -7
> Cn1cnnc1SCC(=O)N1CCc2ccccc21
→ -9 | .
> CC(=O)Nc1cccc(NC(=O)c2c(-c3c(Cl)cccc3Cl)noc2C)c1
→ 12 | -14
> CCCCCCCOC1(c2ccccc2)OC(=O)c2ccccc21 (centres undefined)
→ -6 | .
> COCC(=O)Nc1ccc(Br)cc1
→ -20 | .
> COc1ccc(-c2cc(C(=O)N3CCN(C(c4ccccc4)c4ccccc4)CC3)no2)cc1OC
→ 3 | -5
> CN1CCN(C(=O)C(Cc2ccccc2)NS(=O)(=O)c2ccc3c(c2)CCC(=O)N3)CC1 (centres undefined)
→ -20 | -12
> CC(=O)c1ccc(OC(C)C)c(CN2CCCCC2)c1
→ 8 | -14
> CCC(CC)C(=O)Nc1nnc(-c2cccs2)s1
→ -2 | 4
> CN(C)c1ccc(C(=O)OCC(=O)Nc2ccc(S(N)(=O)=O)cc2)cc1
→ 4 | -11
> Cc1ccc(CNC(=O)CSc2nnnn2C)cc1
→ -10 | .
> Cc1cc(C(=O)CSc2nc(N)cc(=O)[nH]2)c(C)n1CCc1ccc(Cl)cc1
→ -16 | .
> Cc1ccc(Nc2nc(NCCO)nc(N3CCCC3)n2)cc1
→ -11 | .
> COc1cc(C)nc(N2CCC(C(N)=O)CC2)n1
→ 0 | -10
> Cc1ccc(CNC(=O)c2ccc(C#CC(C)(C)O)s2)cc1
→ 12 | .
> Cc1cccn2c(=O)c3cc(C(=O)NCC4CCCO4)n(C)c3nc12 (centres undefined)
→ . | -16
> COc1ccc(N2CCN(C(c3nnnn3CCc3ccccc3)C(C)C)CC2)cc1 (centres undefined)
→ -15 | 12
> O=C(Cn1cc2c(n1)CCCCC2)NC1CCCCCC1
→ -7 | -2
> FC(F)(F)c1ccc(N2CCOCC2)c(NC2=NCCCCC2)c1
→ 3 | -3
> CN=C(Nc1cc(C)nn1-c1ccccc1)c1ccc(F)cc1
→ -10 | 7
> CCCc1nnc(NC(=O)CCC(=O)N2CCCCCC2)s1
→ -8 | 2
> CN(CCOC(=O)c1ccc2c(c1)OCCO2)C(C)(C)C
→ 0 | .
> CC1(C)CC(=O)C(CCCN2C(=O)c3ccccc3C2=O)C(=O)C1
→ -6 | -13
> CCOC(=O)C(O)(c1cn(C)c2ccccc12)C(F)(F)F (centres undefined)
→ 11 | -28
> C=CCOC(=O)C1=C[C@@H](c2ccc(C(F)(F)F)cc2)[C@H](CCCO)[C@@H](OCC)O1
→ 6 | .
> CCN1CCCC1CNC(=O)COc1cc(=O)n(C)c2ccccc12 (centres undefined)
→ -7 | -12
> CCOC(=O)c1sc(NC(=O)C(CC)OC(=O)C(CC(C)C)NC(=O)c2ccccc2)nc1C (centres undefined)
→ -6 | .
> C/C=C(\C)CN1CCN(c2ccccc2)CC1
→ 8 | .
> CCc1c(C)nc2ncnn2c1NCCc1ccc(OC)c(OC)c1
→ 3 | -4
> O=C(COC(=O)CCC1CCCC1)Nc1ccc(Cl)cn1
→ 2 | 4
> COc1ccc(CCNC(=O)C2CC3Cn4c(nc5ccccc54)C3N2Cc2ccccc2)cc1 (centres undefined)
→ 10 | .
> O=C(Nc1nccs1)c1ccc(Br)c(S(=O)(=O)N2CCOCC2)c1
→ -5 | .
> CCOC(=O)Cc1csc(NC(=O)c2ccc(NC(C)=O)cc2)n1
→ 0 | .
> CC(C)CC(=O)Nc1sc2c(c1C#N)CC(C)(C)NC2(C)C
→ 7 | .
> COc1cc(C2N(c3ccc(F)cc3)C(=O)C3CCCN32)cc(OC)c1OC (centres undefined)
→ -8 | -10
> O=C(CN1C(=O)C2CC=CCC2C1=O)Nc1nnc(SCc2ccc(Cl)cc2)s1 (centres undefined)
→ 7 | .
> Nc1ccc(C(=O)N/N=C2\CCCc3c2[nH]c2ccccc32)cc1
→ 11 | .
> CC(C)(C)C1=Nn2c(nnc2-c2ccccc2F)SC1
→ 5 | -16
> C=CCn1sc(N)c(C(=O)OCC)c1=S
→ -11 | -3
> Fc1ccccc1/C=N/n1cnnc1
→ 7 | -2
> Cc1c(/C(O)=C2\C(=O)C(=O)N(CCCN(C)C)C2c2ccncc2)cnn1-c1ccccc1 (centres undefined)
→ . | 5
> Cc1ccc(NC(=O)COC(=O)CN2C(=O)COc3ccccc32)cc1
→ -8 | .
> CCN(CC)c1ccc(C2CC(=O)Nc3cc(OC)c(OC)cc32)cc1 (centres undefined)
→ -11 | -11
> COc1ccc2nc(N3CCCCC3)c(C#N)cc2c1
→ -7 | -3
> Cc1csc(SCC(=O)Nc2ccc(S(=O)(=O)N3CCCC3)cc2)n1
→ -7 | -5
> CCOC(=O)c1ccc(Oc2nc(N(C)C)nc(N(C)C)n2)cc1
→ 13 | .
> Cc1cc(C)n(-c2ccc(C(=O)OCC(=O)c3c(N)n(C)c(=O)n(C)c3=O)cc2)n1
→ 8 | -6
> COC(=O)C1=C(C(=O)OC)[C@@H]2N(C)c3ccc(OC)cc3[C@@]23C[C@@H](C(=O)OC)N=C3N1
→ 7 | .
> CC(C)(C)NS(=O)(=O)c1ccc(N2C(=O)c3ccccc3C2=O)cc1
→ -13 | .
> COc1ccc2nc(SCC(=O)O)nc(C)c2c1
→ 0 | -2
> COc1cccc(CNC(=O)C2CCN(S(=O)(=O)c3ccccc3)CC2)c1
→ -10 | -4

The last two entries of the section before are carried over, then new ones follow.
Every second line gives: RmlCD inh mix | RT RNaseH block
> COc1ccc2nc(SCC(=O)O)nc(C)c2c1
→ 0 | -2
> COc1cccc(CNC(=O)C2CCN(S(=O)(=O)c3ccccc3)CC2)c1
→ -10 | -4
> CCc1ccccc1NC(=O)c1cccs1
→ -9 | -2
> COC(=O)Cc1c(C)c2ccc(OCC(=O)NCc3ccc4c(c3)OCO4)cc2oc1=O
→ 13 | -4
> O=C(Cn1c(=O)oc2ccccc21)Nc1nc(-c2ccccc2)cs1
→ -15 | .
> O=S(=O)(NCC1CCCO1)c1cccc(S(=O)(=O)N2CCCC2)c1 (centres undefined)
→ 10 | -14
> COC(=O)C1C(=O)c2c([nH]c(C(=O)OCC3CCCO3)c2C)CC1C (centres undefined)
→ -18 | -14
> COCC(C)NCc1ccc(C)cc1C (centres undefined)
→ -5 | 23
> c1ccc(C2=Nn3c(nnc3-c3ccccn3)SC2)cc1
→ 3 | -8
> CCCc1cc(C(=O)OC)c(NC(=O)c2cc(C)on2)s1
→ -8 | .
> CCOC(=O)CC(=O)CSc1nc2ccccc2c(=O)n1-c1ccc(C(=O)N2CCOCC2)cc1
→ 0 | -8
> COCCNC(=O)C(c1ccc(C)o1)N(C(=O)c1snc(C(N)=O)c1N)c1cc(C)cc(C)c1 (centres undefined)
→ -5 | 12
> CC1=C(OC(=O)c2ccc(Br)cc2)C(C)(C)C(c2ccccc2)OC1=O (centres undefined)
→ -10 | .
> CCN(CC)C(=O)CSc1nnc(-c2ccncc2)n1N
→ 8 | .
> CC1CN(C)C(c2ccccc2)C(C)C12NC(=O)NC2=O (centres undefined)
→ -5 | .
> COc1cc(CNC2CCC(C)C2)cc(OC)c1 (centres undefined)
→ -5 | 0
> Cc1ccc(S(=O)(=O)/N=C(\N)Nc2nc(C)c3cc(C)c(C)cc3n2)cc1
→ 7 | .
> Cc1ccc(NC(CC(=O)c2ccccc2)c2ccc(F)cc2)cc1 (centres undefined)
→ 7 | .
> O=C(CCS(=O)(=O)c1ccccc1)NC12CC3CC(CC(C3)C1)C2
→ 2 | .
> CC1(C)Cc2c(c(N3CCOCC3)nc3snc(Br)c23)CO1
→ -8 | 7
> O=C(Cc1cccs1)Nc1ccccn1
→ . | -1
> Cc1nnc(SCC(=O)NC2CCCC2)s1
→ -3 | .

Overlap with the part before: 3 compounds; new compounds follow.
Every second line gives: RmlCD inh mix | RT RNaseH block
> CC1(C)Cc2c(c(N3CCOCC3)nc3snc(Br)c23)CO1
→ -8 | 7
> O=C(Cc1cccs1)Nc1ccccn1
→ . | -1
> Cc1nnc(SCC(=O)NC2CCCC2)s1
→ -3 | .
> CC(C)(C)[C@]1(O)C[C@@H]2OC(=O)C[C@@]23C(=O)O[C@@H]2OC(=O)[C@H](O)[C@]213
→ -8 | .
> O=C(O)C1C2CCC(C2)C1C(=O)Nc1nc2ccccc2s1 (centres undefined)
→ 12 | -8
> O=Cc1c(Sc2ccccn2)nc2ccccn2c1=O
→ 12 | .
> CC(C)c1c(O)nc(SCCC(=O)O)[nH]c1=O
→ -26 | -1
> CCC1CCCCN1Cc1cc(OC)c(O)c([N+](=O)[O-])c1 (centres undefined)
→ 9 | .
> COc1cc(CN(C(=O)c2ccco2)c2ccc(C)cc2)ccc1O
→ -14 | -68
> O=c1oc2c(CN3CCOCC3)c(O)ccc2c2c1CCCC2
→ 147* | -14
> Cc1ccccc1NC1=NS(=O)(=O)c2ccccc21
→ -2 | .
> Cc1cc(Cl)c(OCCCNCc2ccccc2)c(Br)c1
→ 8 | .
> CCCCCn1c(SCC#N)nc2cc(C(=O)NCC3CCCO3)ccc2c1=O (centres undefined)
→ -10 | 1
> O=c1c(C(c2c(O)nc3n(c2=O)CCS3)c2cccc3ccccc23)c(O)nc2n1CCS2
→ -10 | .
> O=C(OCC(=O)c1ccco1)c1ccc2ncsc2c1
→ -19 | -15
> CC(C)(C)Nc1nc(NCc2cccnc2)nc(N2CCOCC2)n1
→ 79 | .
> COc1cccc(C2=NOC(C(=O)NCCN3CCOCC3)C2)c1 (centres undefined)
→ 12 | -3
> Cc1cccc(-c2nnc(NC(=O)c3ccc(Cl)cc3)o2)c1
→ 0 | -3
> O=C(C1=C[C@H](c2coc3ccccc3c2=O)C[C@H](OCCCCO)O1)N1CCN(Cc2ccc3c(c2)OCO3)CC1
→ 10 | .
> CCOC(=O)C1CCN(C(=O)c2ccc(N(C)S(C)(=O)=O)cc2)CC1
→ 4 | .
> O=C(NCc1ccc2c(c1)OCO2)c1cc2ccccc2o1
→ -17 | .
> O=C(NC1CC1)c1cc2c(s1)-c1ccccc1OC2
→ 178 | -19
> Cc1c(NC(=O)Cn2nc(C(F)(F)F)c3c2CCCC3)c(=O)n(-c2ccccc2)n1C
→ -7 | -6
> O=C(Nc1nccs1)C1C2CC3OC(=O)C1C3C2 (centres undefined)
→ -12 | -1
> CCCn1c(/C=C/c2ccccc2)nc2ccccc21
→ 13 | .
> CC(=O)N(Cc1cc(=O)[nH]c2ccccc12)c1cccc(C)c1
→ 7 | 82*
> Cc1cc(C(=O)N2CCN(C(c3ccccc3)c3ccccc3)CC2)no1
→ -13 | -3
> CC(=O)c1c(C)[nH]c(C(=O)NCc2ccccc2Cl)c1C
→ 11 | -33
> CCC(C)NC(=O)CS(=O)Cc1nc(-c2cccc(OC)c2)oc1C (centres undefined)
→ 9 | -10
> COc1cc(NC(=O)C2CCCN(c3ncccn3)C2)cc(OC)c1 (centres undefined)
→ 3 | .
> CCCCCCCCN1[C@@H](CC(=O)OCC)c2ccc(C(F)(F)F)cc2S1(=O)=O
→ -19 | .
